# Screens (PubChem)
# m5-HT2A agonist – mouse Htr2a agonists via beta-arrestin recruitment, primary screen, cell-based, luminescence; 5-hydroxytryptamine receptor 2A (Mus musculus), P35363; CHO-K1 mHTR2A beta-arrestin complementation; percent of 30 µM serotonin response; activation, % at 7.6 µM; actives 0.66% (n = 360,000); AID 624169, 2012;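 active = activation above a run cutoff, the mean activation of all tested compounds plus 3 SD, cut at about 14% in these data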;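 note: 0% = plate median of compound wells and 100% = 30 µM serotonin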
# Target sequence (P35363 whole entry, looked up): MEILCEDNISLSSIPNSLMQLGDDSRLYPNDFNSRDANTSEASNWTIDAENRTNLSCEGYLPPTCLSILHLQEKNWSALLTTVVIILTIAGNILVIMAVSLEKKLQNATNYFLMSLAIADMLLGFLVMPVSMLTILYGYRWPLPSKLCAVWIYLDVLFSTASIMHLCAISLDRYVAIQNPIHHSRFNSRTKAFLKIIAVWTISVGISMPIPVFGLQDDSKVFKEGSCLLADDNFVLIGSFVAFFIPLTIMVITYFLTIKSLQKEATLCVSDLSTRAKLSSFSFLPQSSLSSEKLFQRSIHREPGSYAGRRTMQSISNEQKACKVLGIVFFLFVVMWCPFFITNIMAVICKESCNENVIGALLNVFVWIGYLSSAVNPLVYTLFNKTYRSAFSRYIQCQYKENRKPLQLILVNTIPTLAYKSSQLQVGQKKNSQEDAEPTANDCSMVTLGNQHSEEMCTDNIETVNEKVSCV
# Cardio protect – cardioprotection against H2O2-induced cell death, primary screen, uHTS, H9c2 cells, ATPLite luminescence; H9c2 cardiomyocytes, H2O2 injury protection, 2 h; protection from H2O2 cell death, % at 20 µM; actives 0.63% (n = 360,000);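 active = compounds giving at least 50% protection of heart cells from peroxide-induced death in the single-dose screen, raw or plate-pattern-corrected value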;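 note: 0% = DMSO wells with peroxide and 100% = DMSO wells without peroxide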
# NR2E3 ag-1 – inhibitors of NR2E3-RetCOR corepressor binding, primary screen, NR2E3 agonist project, biochemical, TR-FRET, GST-NR2E3, biotin-RetCOR; Photoreceptor-specific nuclear receptor (Homo sapiens), Q9Y5X4; 1536-well; inhibition of corepressor binding, % at 4.78 µM; actives 0.12% (n = 320,000); AID 2300, 2010;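 active = percent inhibition above the cutoff of mean plus 3 SD of all tested compounds, set per screening campaign, cut at about 20% in these data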;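 note: 0% = DMSO wells and 100% = biotin wells as full block of FRET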
# Target sequence (Q9Y5X4 whole entry, looked up): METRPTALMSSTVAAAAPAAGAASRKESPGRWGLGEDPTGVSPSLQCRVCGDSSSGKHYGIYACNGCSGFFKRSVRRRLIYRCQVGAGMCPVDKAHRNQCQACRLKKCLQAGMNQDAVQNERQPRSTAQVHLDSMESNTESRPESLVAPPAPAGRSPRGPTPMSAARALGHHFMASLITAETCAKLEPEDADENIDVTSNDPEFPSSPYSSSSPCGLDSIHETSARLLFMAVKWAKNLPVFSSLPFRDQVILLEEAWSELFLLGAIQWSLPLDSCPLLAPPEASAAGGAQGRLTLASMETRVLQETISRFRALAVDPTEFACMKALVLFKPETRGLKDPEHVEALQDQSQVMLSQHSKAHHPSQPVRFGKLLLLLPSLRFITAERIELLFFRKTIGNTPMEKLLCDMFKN
#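 Material: NR2E3–RetCOR corepressor complex / Incubation: Compound–protein incubation for 5 h at 4 °C / Dosing: compound at 4.8 µM, single dose / Detection: time-resolved FRET / Benchmarks: high control biotin, low control 0.6% DMSO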
# NR2E3 ag-2 – NR2E3 agonists in two-hybrid cells, primary screen, cell-based, luminescence, CHO-S, Gal4-NCOR/VP16-NR2E3; Photoreceptor-specific nuclear receptor (Homo sapiens), Q9Y5X4; luciferase; inhibition of corepressor binding, % at 3.98 µM; actives 0.35% (n = 360,000); AID 602229, 2012;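 active = inhibition above the mean of all tested compounds plus 3 SD, cut at about 70% in these data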;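 note: 0% = DMSO with NR2E3 transfected cells and 100% = cells lacking NR2E3 construct; higher means lower luciferase signal from less NR2E3 corepressor binding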
# Peg3 prom inh – Peg3 promoter-driven luciferase inhibitors, primary screen, cell-based, HeLa, luciferase luminescence | AID 588405, 2011 | HeLa PEG-Prom luciferase reporter, overnight | actives 1.7% (n = 360,000) | inhibition, % at 20 µM;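 active = inhibition of at least 50% at 20 µM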
# Shn3 inh set2 – reduction of Shn3 3'UTR firefly luciferase signal, primary screen, Schnurri-3 inhibitor project, cell-based, Clone20 osteoblasts, set 2 | actives 0.52% (n = 360,000) | Clone20 osteoblast Shn3 3'UTR firefly luciferase, 24 h | inhibition, % at 12.5 µM;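 active = mean inhibition of at least 75% with every replicate also reaching 75%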;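 note: 0% = median of neutral control wells and 100% = pilot-screen positive control compound; some compounds past the cut are filed as inactive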
# MITF TRPM1 inh – inhibitors of MITF-dependent TRPM1 promoter reporter, primary screen, cell-based, SK-MEL-5, single point, luciferase. actives 0.83% (n = 330,000). inhibition, % at 12.5 µM. SK-MEL-5 TRPM1 promoter luciferase, 24 h;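 active = mean inhibition across replicates of 60% or more, whatever share of single replicates reaches that level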; note: values of inactives mirror those of a sister screen read the other way
# iPSC survival up – enhancers of single-cell hiPSC survival, primary screen, ATPlite luminescence; AID 602274, 2012; survival enhancement, % at 20 µM; actives 0.044% (n = 360,000); 100% = ROCK inhibitor wells, 0% = DMSO; in the data active = survival enhancement above about 18%;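 note: cells exposed to compounds for 16 hours before the ATP read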
# PDI turbidity – inhibitors of human PDI, primary screen, biochemical, turbidity, single point, plate reader; Protein disulfide-isomerase (Homo sapiens), P07237; PDI insulin aggregation turbidity, A650, 90 min; inhibition, % at 10 µM; actives 0.052% (n = 350,000);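 active = mean inhibition across replicates of 30% or more, whatever share of single replicates reach that level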;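 note: absorbance from insulin aggregation driven by PDI reduction with DTT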
# HIF-2a inh – HIF-2a reporter inhibitors, primary screen, luminescence, 786-0 RCC cells; 786-0 RCC cells HIF-2a reporter, luciferase luminescence, overnight; inhibition, % at 18.8 µM; actives 0.72% (n = 360,000);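 active = inhibition of the luminescence signal of 40% or more relative to plate controls, in a single-dose primary screen at 18.75 µM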
# CaV13 FRET inh – Disruptors of the CACNA1D IQ motif to Ca2+-dependent inactivation inhibitor domain association, primary screening, Förster resonance energy transfer in intact living …; actives 0.098% (n = 340,000); HEK cells, CFP/YFP FRET ICDI-IQ, plate reader, 10 min; percent FRET-ratio fall versus neutral wells; AID 743397; inhibition, % at 12.3 µM;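 active = mean replicate inhibition of at least 30% and at least 1% of replicates passing that level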;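 note: 0% = median of the neutral control wells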
# * = called active by the depositor; nt = no result given. Rows were taken by chance, and some 3.9% of all compounds hit somewhere here.
SMILES,m5-HT2A agonist,Cardio protect,NR2E3 ag-1,NR2E3 ag-2,Peg3 prom inh,Shn3 inh set2,MITF TRPM1 inh,iPSC survival up,PDI turbidity,HIF-2a inh,CaV13 FRET inh
CC(C)(C)c1ccc(C2CC2C(=O)N/N=C\c2cc3ccccc3nc2Cl)cc1 (stereo not given),0.4,-13.3,3.4,-3.5,-13.1,8.9,-7.3,-0.6,-20.4,3.9,-5.5
CC(C)c1nc2sc3c(NCc4ccco4)ncnc3c2c2c1COC(C)(C)C2,2.1,13.8,-2.7,22.1,26.8,18.9,-0.7,0.4,-10.1,26.7,-6.3
CCOC(=O)c1c(NC(=S)N2CCN(C)CC2)sc(C)c1-c1ccccc1,0.2,-6.6,nt,-20.8,8.7,-22.9,-1.3,-0.3,2.8,-3.3,-5.1
CC1(C(=O)NS(=O)(=O)c2ccc(Cl)cc2)CCN1C(=O)c1ccccc1 (stereo not given),10.5,2.3,nt,-13.4,8.8,-5.9,nt,1.0,3.6,9.7,-8.5
COc1cccc(-n2c(=O)n(Cc3ccccc3)c(=O)c3[nH]cnc32)c1,-2.1,10.0,-4.4,-8.9,12.1,-37.3,8.7,-0.3,6.3,7.0,-12.9
CC(C)NC(=O)NC(=O)CN1C(=O)NC(Cc2c[nH]c3ccccc23)C1=O (stereo not given),-2.2,14.8,-1.4,-13.6,9.7,-0.6,18.4,1.1,-1.8,7.1,-1.1
c1ccc(CN=C2Nc3ccccc3CS2)nc1,-3.6,-3.1,-1.5,-104.3,-201.6,-61.3,-73.1,0.3,-2.2,-230.5,-3.9
NS(=O)(=O)c1ccc(NC(=O)CSc2nnc(C3CC3)n2C2CC2)cc1,-5.6,4.2,3.9,-11.2,-22.5,-20.1,-0.1,-0.3,20.6,4.8,-5.7
CCCCn1cc(C(=O)c2cc(Br)ccc2O)cc(C#N)c1=O,4.9,-28.7,-1.5,66.0,33.5,70.0,2.8,1.7,-7.4,28.4,nt
O=C(O)c1cc(N/N=C/c2ccc(N3CCOCC3)s2)ccc1Cl,8.3,7.4,0.1,-44.7,-101.3,-32.3,-10.9,-1.6,-3.6,-62.8,-5.5
O=C(Nc1ccc(NC(=O)c2ccco2)cc1)c1cnccn1,9.8,-3.3,-1.0,-63.1,-125.5,-16.9,-38.0,-2.0,7.8,-164.4,-4.9
O=C(c1cn(-c2ccccc2)nc1-c1cccc([N+](=O)[O-])c1)N1CCCCC1,4.2,1.5,6.2,-7.1,6.6,3.4,-23.2,-0.1,-0.9,-10.4,-1.7
CCCCN1CC(N2CCN(CCN(C)C)CC2)CS1(=O)=O (stereo not given),-3.2,-0.8,nt,6.9,-6.2,-1.0,nt,-1.2,nt,9.6,-5.7
O=C(CC(NS(=O)(=O)c1ccc(Cl)cc1)c1ccco1)N1CCc2ccccc21 (stereo not given),0.0,-2.8,3.9,-11.6,14.6,2.6,2.0,0.9,-3.2,1.4,-6.1
CCOc1ccccc1C(=O)NC(CO)C(=O)O (stereo not given),2.7,-1.5,0.6,-10.6,7.8,-12.3,-3.5,-1.7,-6.3,14.9,-5.7
CCCC(=O)NC(c1cccs1)c1cc(Cl)c2cccnc2c1O (stereo not given),-7.7,31.6,3.6,-11.3,44.6,80.1,45.3,-1.3,1.7,9.5,-37.2
CC(=O)Nc1ccc(NC(=O)C(C)OC(=O)/C=C/c2cn(-c3ccccc3)nc2-c2cccnc2)cc1 (stereo not given),-1.4,5.2,-4.9,-7.8,46.2,35.6,4.4,14.3,1.1,31.7,-5.4
O=C(NC1CCS(=O)(=O)C1)c1ccc(S(=O)(=O)NCC2CCCO2)cc1 (stereo not given),0.3,10.4,2.5,-1.4,10.6,4.0,-5.4,2.3,-4.7,-3.9,-7.1
CC1CC1C(=O)Nc1nc(-c2cccs2)c(-c2cccs2)s1 (stereo not given),7.3,-4.3,2.1,-21.3,-3.1,8.6,4.8,-1.3,5.2,-10.1,-15.8
Cc1ccc2c(CN3CCN(S(=O)(=O)/C=C/c4ccccc4)CC3)cc(=O)oc2c1,-2.7,1.6,-3.2,8.8,16.4,-23.9,-4.9,-2.1,3.6,15.3,-6.1
CS(=O)(=O)Nc1cccc(C2=NN(C(=O)c3ccccc3Cl)C(c3ccccc3O)C2)c1 (stereo not given),-9.1,9.7,-0.3,-42.1,14.9,4.9,1.8,2.7,22.0,25.3,-5.4
COc1ccc(Cc2n[nH]c(=S)n2NC(=O)Nc2ccc(Cl)c(Cl)c2)cc1,-5.3,-24.1,3.3,-5.5,32.8,nt,0.4,-0.7,2.3,3.0,-2.3
CC(C)CC1(C)N=C(c2ccccc2)C(=S)N1 (stereo not given),3.3,1.3,5.3,2.1,-34.1,-29.0,-13.6,-0.5,-2.9,-11.5,-7.0
COc1ccc(CNC(=S)Nc2ccc(F)c(Cl)c2)cc1OC,0.8,-9.0,3.6,17.0,1.7,19.8,7.9,-1.6,-0.4,3.6,-2.2
CCCCCCN1C[C@@H](n2cc(COC(=O)c3ccccc3)nn2)[C@H](O)C[C@@H]1c1ccccc1,4.9,-30.2,nt,8.2,65.0*,-4.1,nt,-2.1,-2.6,-4.1,-3.0
Cc1nn(-c2ccccc2)c(C)c1CNC(=O)c1ccc(S(=O)(=O)NCc2ccco2)cc1,0.9,-1.1,nt,4.2,1.0,-1.6,-13.2,-1.3,-0.7,6.0,-3.1
Cc1c(Cl)cnn1CC(=O)NC1C(=O)N2C(C(=O)O)=C(CSc3nnnn3C)CSC12 (stereo not given),-1.8,-2.3,3.2,-3.2,6.9,8.0,4.5,1.6,3.3,8.7,12.0
O=C(COC(=O)c1cc([N+](=O)[O-])ccc1N1CCOCC1)NC1CCCCC1,2.8,-8.6,1.6,-4.3,4.7,-5.4,9.6,-0.4,-6.8,10.4,-4.0
CC(CCN1CCC(CN2C(=S)NCC2Cc2ccccc2)CC1)c1ccccc1 (stereo not given),-0.8,-10.1,nt,-11.7,-6.0,3.2,-9.2,-2.9,4.7,10.9,-9.2
CCOC(=O)c1c(C)[nH]c(C)c1C(=O)COC(=O)c1ccc(O)cc1,-2.9,3.0,-1.4,-3.3,10.2,-0.6,4.0,-0.1,28.3,4.1,-0.7

# Part of the list above, reduced to NR2E3 ag-1, PDI turbidity and HIF-2a inh:
Compound,NR2E3 ag-1,PDI turbidity,HIF-2a inh
CC(C)CC1(C)N=C(c2ccccc2)C(=S)N1 (stereo not given),5.3,-2.9,-11.5
COc1ccc(CNC(=S)Nc2ccc(F)c(Cl)c2)cc1OC,3.6,-0.4,3.6
CCCCCCN1C[C@@H](n2cc(COC(=O)c3ccccc3)nn2)[C@H](O)C[C@@H]1c1ccccc1,nt,-2.6,-4.1

# Remaining list, next part:
SMILES,m5-HT2A agonist,Cardio protect,NR2E3 ag-1,NR2E3 ag-2,Peg3 prom inh,Shn3 inh set2,MITF TRPM1 inh,iPSC survival up,PDI turbidity,HIF-2a inh,CaV13 FRET inh
O=C(NCC1CCCO1)c1ccccc1NS(=O)(=O)c1cccc([N+](=O)[O-])c1 (stereo not given),3.4,-1.9,nt,-1.1,-0.5,-4.5,-4.1,5.9,-1.4,13.7,-2.1
COc1cccc(C2=NOC(C(=O)NC(C)(C)C)C2)c1 (stereo not given),0.3,2.0,2.4,-27.4,5.7,-4.0,-17.0,-0.2,-4.5,-15.6,-5.3
COc1ccc(C(=O)C(C)OC(=O)COc2ccccc2)cc1 (stereo not given),-1.4,-1.0,nt,-15.4,5.2,6.9,-0.7,0.1,1.9,9.9,-1.9
CNc1cnn(-c2ccccc2)c(=O)c1Cl,-2.7,-3.2,3.3,-23.6,-18.7,-14.5,-8.4,16.1,1.7,-41.7,-4.2
Cc1cccc(C(=O)OC(C)CN2CCCC2)c1 (stereo not given),-3.9,0.0,0.5,-15.6,-19.4,-42.7,-10.7,0.8,0.8,4.3,-19.3
N#Cc1ccccc1CCN1C(=O)c2ccccc2C1=O,-3.2,8.6,3.1,-31.8,-26.9,-11.9,-0.5,-0.7,1.0,-30.5,-5.6
Cc1nc(Nc2ccccc2)[nH]c(=O)c1CCC(C)C,4.0,-9.7,1.7,-17.1,-13.8,24.9,-7.6,-0.8,-2.3,-21.1,-6.1
CCOC(=O)N1CCN(C(=O)C2CC(c3cc(OC)ccc3OC)=NO2)CC1 (stereo not given),-1.6,-4.3,-1.3,-1.9,15.5,-53.0,-0.8,0.2,-9.2,7.8,-3.0
O=C(Cn1cnc([N+](=O)[O-])c1)Nc1ccccc1C(F)(F)F,-1.9,2.8,-1.6,22.3,7.1,-1.6,3.5,-1.0,-6.1,9.4,-3.0
CCOc1ccc(N(CC)C(=O)COc2cc(=O)n(C)c3ccccc23)cc1,-3.4,3.2,3.0,-14.7,18.8,-10.9,12.8,0.0,nt,17.2,-2.9
O=S(=O)(c1ccccc1)N1CCN(Cc2ccc(Cl)cc2)CC1,-9.3,-7.3,2.2,-12.1,23.9,3.9,2.7,1.4,2.1,27.6,-3.9
CCOC(=O)C/C(N)=N/N(C)c1ncc(C(F)(F)F)cc1Cl,-0.7,-2.3,3.4,-4.1,0.5,-1.7,8.1,4.5,3.0,9.6,-2.5
Cc1ccc(NC(=O)CSc2nc3c(c(=O)[nH]2)CN(Cc2ccc(F)cc2)CC3)cc1C,-2.0,-0.8,1.3,-7.8,25.7,-23.2,1.5,0.2,-11.7,23.4,-2.6
CCCN1CNC(=S)N(c2ccc(C(=O)OCC)cc2)C1,-0.9,1.2,-3.2,-15.5,-4.8,3.6,-13.0,-1.1,0.0,6.1,-6.0
CC(Oc1ccccc1)c1nnc(SCC(=O)NC2CC2)n1C (stereo not given),4.5,1.8,1.1,3.9,2.6,-21.6,3.1,0.3,8.7,-3.6,-6.7
CC(=O)Nc1ccc(OC(=O)Oc2ccc(NC(C)=O)cc2)cc1,12.3,5.6,0.4,17.4,9.8,-8.1,-7.9,0.5,3.0,0.2,-3.3
CC(C)OC(=O)c1c(NS(=O)(=O)c2ccccc2)sc2c1CCCC2,5.4,7.7,-2.9,5.2,19.4,-1.0,4.0,0.5,-0.8,22.2,-2.6
Nc1c(Br)cc2c([nH]c(=O)c3ccccc32)c1Br,-2.8,23.8,nt,-17.0,-33.0,-13.7,5.7,0.8,1.0,-23.8,-5.3
